Screens (PubChem)
hIAP act = human IAP activators, primary screen, biochemical, luminescence, uHTS | AID 2524, 2010 | purified human IAP, CDP-Star luminescence, 30 min; active compounds read high; 1 = vehicle-only enzyme, 0 = enzyme-free background | actives 0.16% (n = 330,000) | activation factor at 10 µM;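 active = activation factor of the enzyme at least 2-fold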; note: the source names both 10 and 20 µM as test concentration; values of inactives mirror those of a sister screen read the other way
Target sequence (P09923 whole entry, looked up): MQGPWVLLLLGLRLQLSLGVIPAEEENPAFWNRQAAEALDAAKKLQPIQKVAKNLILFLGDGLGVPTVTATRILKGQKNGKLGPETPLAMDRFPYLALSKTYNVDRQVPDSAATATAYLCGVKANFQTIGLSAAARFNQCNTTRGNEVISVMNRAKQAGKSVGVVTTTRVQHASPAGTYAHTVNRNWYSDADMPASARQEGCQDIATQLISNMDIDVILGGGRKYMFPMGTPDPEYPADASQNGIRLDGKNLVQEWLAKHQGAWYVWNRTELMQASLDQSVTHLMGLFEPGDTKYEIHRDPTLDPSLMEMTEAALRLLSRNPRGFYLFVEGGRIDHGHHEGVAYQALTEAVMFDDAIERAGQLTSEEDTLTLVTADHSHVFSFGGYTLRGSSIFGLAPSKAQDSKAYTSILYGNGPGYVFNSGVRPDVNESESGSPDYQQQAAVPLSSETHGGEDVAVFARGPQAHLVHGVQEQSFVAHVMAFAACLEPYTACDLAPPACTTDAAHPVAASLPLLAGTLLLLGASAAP
ATG4B inh = ATG4B protease inhibitors, primary screen, biochemical, fluorescence, uHTS; inhibition, % at 8.33 µM; actives 0.51% (n = 340,000); ATG4B cleavage of LC3-PLA2, NBD-HPC fluorescence, 1 h; Cysteine protease ATG4B (Homo sapiens), Q9Y4P1; in the data active = inhibition above about 40%
hIAP block = human IAP inhibitors, primary screen, biochemical, luminescence, uHTS; Intestinal-type alkaline phosphatase (Homo sapiens), P09923; AID 2544, 2010; actives 0.12% (n = 330,000); purified IAP, CDP-Star luminescence, 30 min; inhibition, % at 10 µM;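 active = inhibition reaching a set limit with compound at 10 µM in the primary screen, cut at about 35% in these data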;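 note: plate controls were DMSO wells with enzyme for no effect and no-enzyme buffer wells for full effect; values of inactives mirror those of a sister screen read the other way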
APOBEC3A inh = APOBEC3A ssDNA deaminase inhibitors, primary screen, selectivity assay for APOBEC3G inhibitor project, biochemical, FAM/TAMRA oligo cleavage fluorescence. DNA dC->dU-editing enzyme APOBEC-3A (Homo sapiens), P31941. recombinant A3A, FAM/TAMRA ssDNA deamination fluorescence. inhibition, % at 20 µM. actives 0.41% (n = 330,000). AID 493011, 2011;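 active = at least 40% inhibition at 20 µM here, with at most 30% in a related deaminase screen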;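 note: plate controls were A3A with DMSO for no effect and wells lacking A3A enzyme for full effect; some results filed as inactive read as strong as hits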
Target sequence (P31941 whole entry, looked up): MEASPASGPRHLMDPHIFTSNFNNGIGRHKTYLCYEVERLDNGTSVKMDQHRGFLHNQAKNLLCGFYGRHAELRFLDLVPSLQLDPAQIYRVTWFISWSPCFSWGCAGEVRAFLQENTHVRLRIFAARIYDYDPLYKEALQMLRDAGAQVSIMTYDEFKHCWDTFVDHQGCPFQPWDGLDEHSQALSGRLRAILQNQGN
mIAP activ = activators of mouse IAP, primary screen, biochemical, luminescence, uHTS. intestinal alkaline phosphatase [Mus musculus]. muIAP, CDP-Star luminescence, 30 min; active compounds read high; 1 = vehicle-only enzyme signal, 0 = enzyme-free wells. activation factor at 10 µM. actives 0.24% (n = 330,000);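 active = activation factor of at least 2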; note: the source names both 10 and 20 µM as test concentration; values of inactives mirror those of a sister screen read the other way
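Assay system: mouse IAP enzyme; Reagent: CDP-Star chemiluminescent phosphatase substrate; Compound: DMSO-dissolved test compounds; Incubation: 30 min, room temperature; Technique: luminescence from enzymatic CDP-Star hydrolysis; Controls: DMSO-only wells and no-enzyme negative control.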
mIAP block = inhibitors of mouse IAP, primary screen, biochemical, luminescence, uHTS; intestinal alkaline phosphatase [Mus musculus]; purified mouse IAP, CDP-Star luminescence, 30 min; inhibition, % at 10 µM; actives 0.2% (n = 330,000);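 active = inhibition of at least 40% at 10 µM in the primary screen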;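 note: plate controls were DMSO with enzyme for no effect and no enzyme wells for full effect; values of inactives mirror those of a sister screen read the other way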
PfG6PD inh = PfG6PD enzyme inhibitors, primary screen, biochemical, fluorescence intensity, uHTS; AID 504690, 2011; PfGluPho enzyme, NADPH resazurin-diaphorase fluorescence; glucose-6-phosphate dehydrogenase-6-phosphogluconolactonase (Plasmodium falciparum 3D7); inhibition, % at 20 µM; actives 0.78% (n = 350,000);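 active = inhibition reaching at least a set limit at 20 µM in the primary screen, cut at about 59% in these data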;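 note: 0% = DMSO wells with substrate and 100% = DMSO wells lacking glucose-6-phosphate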
HKDC1 inhibitor = HKDC1 hexokinase inhibitors, primary screen, biochemical, fluorescence, uHTS. recombinant HKDC1, G6PDH/diaphorase resazurin coupled fluorescence. inhibition, % at 20 µM. Q2TB90. actives 0.16% (n = 340,000);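 active = inhibition above about 35% when tested at 20 µM, limit read from the data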;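 note: plate controls were DMSO wells with enzyme for no effect and DMSO wells lacking enzyme for full effect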
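Material: recombinant HKDC1 hexokinase; Amount: HKDC1 at 5 µg/mL; Medium: Tris pH 8.0 buffer with MgCl2, Tween-20, BSA, BME; Schedule: 90 min reaction incubation at room temperature, dark; Technique: coupled resazurin fluorescence, excitation 525 nm, emission 613 nm.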
The depositor's hits bear a star; · = no result given.

SMILES	hIAP act	ATG4B inh	hIAP block	APOBEC3A inh	mIAP activ	mIAP block	PfG6PD inh	HKDC1 inhibitor
O=C(O)CCC(=O)NNC(=O)c1ccc([N+](=O)[O-])cc1	1.1	8	-14	1	0.94	6	-13	-5
COc1ccc(NC(=O)Cn2nc(C(=O)O)c3ccccc3c2=O)cc1Cl	0.98	-10	2	1	1	0	5	-6
CC(=O)C(Sc1nccc(-c2cccs2)n1)C(C)=O	0.95	-13	4	-1	0.95	4	47	0
Cc1ccc2ccc(S(=O)(=O)n3nc(C)cc3C)cc2c1	0.93	-15	7	-2	1	0	5	-6
Cc1cccc(NNC(=O)c2c(F)cccc2Cl)c1	0.97	-1	2	0	0.93	7	7	-3
COc1ccc(-n2c(=S)[nH]c3cc(C(=O)NCCCN4CCCC4=O)ccc3c2=O)cc1OC	1.1	-6	-7	-5	1.1	-7	1	-4
COc1ccc(CCC(=O)OCC(=O)Nc2sccc2C#N)cc1	0.85	-11	15	0	0.9	10	2	0
CN1CCC(N(C)S(=O)(=O)c2ccc(NC(=O)COc3ccc(Br)cc3Cl)cc2)CC1	1.2	4	-22	42*	1	-3	4	0
Cc1cc(OCC(=O)NCCc2c[nH]c3ccccc23)c2c(C)c(C)c(=O)oc2c1	0.97	-24	3	5	1	-1	0	12
O=C(NCCCC(=O)N1CCOCC1)c1cccnc1	1	-2	-2	-2	0.94	6	-4	-9
O=C(CCCCn1c(=O)c2ccccc2n(Cc2ccccc2F)c1=O)NC1CCN(Cc2ccccc2)CC1	0.89	-7	12	5	0.93	7	13	-2
CCOC(=O)c1ccc(NC(=O)c2nc[nH]c2C(=O)N2CCN(C(=O)OC(C)(C)C)CC2)cc1	1.3	·	-25	-2	0.88	12	·	·
CC(C)CC(=O)Nc1nnc(CCc2ccccc2)s1	1	2	-4	-2	1.1	-8	-14	7
CSc1nsc(SCC(=O)Nc2ccc(C(N)=O)cc2)n1	1.2	-5	-24	4	0.91	9	-15	-5
CC(C)OCCCNC(=O)CN1C(=O)CSc2ccc(S(=O)(=O)N3CCCCC3)cc21	0.94	-4	6	-5	1	0	2	-4
CC(C)CNC(=O)CSc1n[nH]c(=O)n1CCc1ccccc1	1.1	3	-10	3	1	-1	-22	-8
CNC(=S)NC1CC2CCC(C1)N2Cc1ccccc1 (stereo not given)	0.93	4	7	0	1	-2	-12	-11
CCn1c(=O)c2sccc2n2c(CCCC(=O)NCc3cccnc3)nnc12	0.92	-1	8	-4	0.91	9	-31	4
COCCOc1ccc(C(F)(F)F)cc1NC(=O)COC(=O)Cc1c[nH]c2ccccc12	0.9	-13	10	-6	1	-4	23	3
Cc1ccc(Oc2ncc(-c3ccc(Cl)cc3)cn2)cc1	1	1	-3	2	0.96	4	5	-5

Five structures from above, ordered by length of the SMILES, low to high:
SMILES	hIAP act	ATG4B inh	hIAP block	APOBEC3A inh	mIAP activ	mIAP block	PfG6PD inh	HKDC1 inhibitor
Cc1cccc(NNC(=O)c2c(F)cccc2Cl)c1	0.97	-1	2	0	0.93	7	7	-3
O=C(O)CCC(=O)NNC(=O)c1ccc([N+](=O)[O-])cc1	1.1	8	-14	1	0.94	6	-13	-5
COc1ccc(NC(=O)Cn2nc(C(=O)O)c3ccccc3c2=O)cc1Cl	0.98	-10	2	1	1	0	5	-6
Cc1cc(OCC(=O)NCCc2c[nH]c3ccccc23)c2c(C)c(C)c(=O)oc2c1	0.97	-24	3	5	1	-1	0	12
COc1ccc(-n2c(=S)[nH]c3cc(C(=O)NCCCN4CCCC4=O)ccc3c2=O)cc1OC	1.1	-6	-7	-5	1.1	-7	1	-4

Continued.
SMILES	hIAP act	ATG4B inh	hIAP block	APOBEC3A inh	mIAP activ	mIAP block	PfG6PD inh	HKDC1 inhibitor
Cc1ccc(N2CN(CCC3=CCCCC3)CNC2=S)cc1	0.83	-2	17	-2	0.96	4	-11	-2
CC(/C=C/c1ccc2c(c1)OCO2)=N/NC(=O)c1cccnc1	0.97	-10	3	1	0.98	2	6	-10
O=C(CCCn1nnnc1CN1CCOCC1)N1CCC(c2ccc(F)cc2)C1 (stereo not given)	0.97	-4	2	-1	1	-1	2	2
Cc1cc(N)c2cc(NC(=O)/C=C/c3ccccc3Cl)ccc2n1	0.88	-17	12	7	0.67	33	60*	14
CCC(CC)NC(=O)Cc1ccccc1[N+](=O)[O-]	0.91	-7	9	4	1	0	-8	-3
CCCN1CCC(=O)N([C@H](CSc2ccccc2)CC(C)C)CC1	1.1	-7	-10	-3	0.96	4	16	-3
C/C(=N\NC(=O)c1ccc(N/N=C(\C)c2ccncc2)cc1)c1ccncc1	0.91	-9	9	-3	0.94	6	34	-5
O=C(O)CNC(=O)/C=C/c1c(Cl)cccc1Cl	1	-13	-3	-1	0.95	5	-9	-7
COC(=O)c1sc2ncn(-n3c(C)ccc3C)c(=O)c2c1C	0.99	8	1	-1	1.1	-13	-14	-5
Fc1ccc(Cn2nnnc2C(c2cccs2)N2CCN(C3CCCCC3)CC2)cc1 (stereo not given)	1	3	-2	-1	1.1	-7	-3	-3
Cc1ccccc1C(=O)NC1CCN(Cc2nnnn2Cc2ccccc2)CC1	1	-9	-3	-1	0.97	3	2	-1
Cc1cc(C)c2c3c(sc2n1)C(=O)N(Cc1ccccc1)CC(=O)N3	1.1	-7	-11	-3	1.1	-12	2	4
Cc1ccc(N(CC(=O)NCc2ccccc2)C(=O)CCC(=O)Nc2nccs2)cc1	0.97	-12	3	-6	1.1	-10	-1	-6
CC(C)(C)c1ccc(C(=O)NCc2ccc(Cl)cc2)cc1	0.98	-7	2	2	1.1	-9	-13	-8
OC(COc1cccc(OCC(O)CN2CCCC2)c1)CN1CCCC1 (stereo not given)	0.95	-1	5	3	1.1	-6	-13	-7
Cc1noc(C)c1C(=O)OCC(=O)N1CCc2ccccc21	1	1	-4	-3	1.1	-11	-10	-5
CCN(CC)C(=O)/C(=C/c1cn(S(=O)(=O)N(C)C)c2ccccc12)NC(=O)c1ccc(OC)cc1	1.2	-2	-22	3	1.3	-31	-13	0
Cc1cc(C)cc(NC(=O)c2cc(=O)c3ccccc3o2)c1	1.1	-15	-11	1	1	0	-3	-4
CCOc1ccc(Cl)cc1S(=O)(=O)n1cnc2ccccc21	0.92	-18	8	2	0.98	2	-3	-2
Cc1[nH]nc(SCC(=O)N2CCOCC2)c1[N+](=O)[O-]	0.9	25	10	0	0.97	3	6	-10

Exported with two lines to a compound: part of the list above.
Each structure is followed by: hIAP act | ATG4B inh | hIAP block | APOBEC3A inh | mIAP activ | mIAP block | PfG6PD inh | HKDC1 inhibitor
CCn1c(=O)c2sccc2n2c(CCCC(=O)NCc3cccnc3)nnc12
  0.92 | -1 | 8 | -4 | 0.91 | 9 | -31 | 4
COCCOc1ccc(C(F)(F)F)cc1NC(=O)COC(=O)Cc1c[nH]c2ccccc12
  0.9 | -13 | 10 | -6 | 1 | -4 | 23 | 3

New compounds follow.
SMILES	hIAP act	ATG4B inh	hIAP block	APOBEC3A inh	mIAP activ	mIAP block	PfG6PD inh	HKDC1 inhibitor
COc1ccccc1N(CC(=O)NCCSC(C)(C)C)S(C)(=O)=O	1	5	-1	-1	1	0	-7	-1
Cc1cc(C)n2nc(NCc3ccccc3)nc2n1	0.9	1	10	2	1.2	-16	-9	3
COCCNC(=O)C(c1ccco1)N(C(=O)Cn1nnc2ccccc21)c1cc(C)ccc1C (stereo not given)	1.3	-15	-28	2	1.1	-7	3	-2
O=C(O)c1ccc(Nc2ccc(F)c(F)c2)c([N+](=O)[O-])c1	0.86	-4	14	-5	1	-5	0	-4
Cc1ccc(NS(=O)(=O)c2ccc3c(c2)NC(=O)CCS3)c(Br)c1	1.1	5	-8	-6	0.97	3	-26	-1
Cc1cc(NC(=O)c2cccc(Cl)c2)n[nH]1	1.2	-13	-22	-5	1	-3	21	-6
CCC1CN(C(=O)N2CCC(C(=O)NCc3cccc(F)c3)CC2)c2ccccc2O1 (stereo not given)	1.2	10	-20	-2	1	0	-7	-6
O=C(CN1CCN(S(=O)(=O)/C=C/c2ccccc2)CC1)Nc1ccc(N2CCOCC2)cc1	0.9	-14	10	-2	0.92	8	0	7
COc1ccccc1N1CCN(C(=O)CSc2nc3ccccc3c(=O)n2CC2CCCO2)CC1 (stereo not given)	1.1	1	-15	1	1	-5	-18	13
CCOc1ccc(C(=O)NCC(=O)NC(C)CCc2ccccc2)cc1OCC (stereo not given)	0.9	4	10	0	1	-1	-7	-10
CCOc1ccccc1NC(=O)N1C2CCCC1CC(NC(=O)C1CC1)C2 (stereo not given)	1.2	-13	-25	2	1	-5	-8	-3
Cc1cccc(C(=O)N[C@H](C(=O)NCCc2ccc(S(N)(=O)=O)cc2)C(C)C)c1	0.93	-16	7	-3	0.89	11	4	-5
Cc1ccc(CNC(=O)C(=O)NCC(c2ccco2)N2CCOCC2)cc1 (stereo not given)	0.83	2	17	-2	1	-4	-10	-1
Cc1cc(Cl)c(C(=O)Nc2cccc(C(F)(F)F)c2)c(C)n1	0.95	-9	5	0	0.89	11	14	-3
COc1cccc(CN2CC(C(=O)N(C)C3CCOCC3)CCC2=O)c1 (stereo not given)	0.66	7	34	-2	0.91	9	-2	-4
COc1ccc(N(C)S(=O)(=O)c2cccc(C(=O)Nc3nnc(C4CC4)s3)c2)cc1	1.2	-5	-18	1	1	-2	-18	3
Cc1cccc(NC(=S)NNC(=O)c2ccccc2OC(F)F)c1	0.91	3	9	2	0.96	4	-4	-7
O=P(c1ccccc1)(c1ccccc1)c1cc(S(=O)(=O)O)ccc1O	1	-1	-2	83*	1.1	-8	-27	3
CCOC(=O)c1sc(NC(=O)C2CSC3(C)CCC(=O)N23)nc1C (stereo not given)	1.2	-5	-17	1	1	-3	3	-6
COc1ccccc1C(=O)Nc1ccccc1N1CCN(S(C)(=O)=O)CC1	1	-3	-2	-2	1	-2	-4	-4

A second format for some results above:
Order of values – hIAP act	ATG4B inh	hIAP block	APOBEC3A inh	mIAP activ	mIAP block	PfG6PD inh	HKDC1 inhibitor
Cc1ccc(NS(=O)(=O)c2ccc3c(c2)NC(=O)CCS3)c(Br)c1
  1.1	5	-8	-6	0.97	3	-26	-1
Cc1cc(NC(=O)c2cccc(Cl)c2)n[nH]1
  1.2	-13	-22	-5	1	-3	21	-6

Outcome played no part in choosing rows. About 2.4% of those tested had a hit in this group.
